# Source: PubChem
# M. tuberculosis HTS – M. tuberculosis growth inhibition, HTS (AID 449762) | M. tuberculosis H37Rv growth inhibition, 7H9 media; higher % means a stronger effect | one-dose inhibition, % at 25 µM; IC50 in µM for titrated hits | 330,000 tested, 0.59% active; in the data active means a potency from the dose series; inconclusive means inhibition above about 70% without an active follow-up result;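 further: bacterial growth assessed after seven days of incubation; strong numbers were not always called active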
# influenza NS1A – H1N1 influenza NS1A inhibitors, functional cell based assay (AID 504329); 340,000 tested, 0.3% active; NS1A functional cell-based assay, percent inhibition; higher % means a stronger effect; inhibition, % at 12.5 µM; hits with a dose series show IC50 in µM; in the data active means a potency from the dose series; inconclusive means inhibition above about 27% without an active follow-up result; further: strong numbers were not always called active
# VEEV TC-83 Vero – inhibitors of VEEV TC-83 cytopathic effect, confirmation, Vero cells (AID 588727) | 350,000 tested, 0.13% active | inhibition, % at 20 µM, or IC50 in µM where a hit was titrated | Vero cells, VEEV TC-83 cytopathic effect inhibition; higher % means a stronger effect; in the data active means a potency from the dose series; inconclusive means inhibition mostly from about 14% at the one dose, without a potency; inactive means the rest, 99 in 100 with inhibition below about 12%; further: strong numbers were not always called active
# tuberculosis growth – growth inhibition of non-replicating M. tuberculosis (AID 488890); Mycobacterium tuberculosis non-replicating, growth inhibition; higher % means a stronger effect; inhibition, % at 25 µM; hits with a dose series show IC50 in µM; 320,000 tested, 0.39% active; in the data active means a potency from the dose series; inconclusive means inhibition mostly from about 82% at the one dose, without a potency; inactive means the rest, 99 in 100 with inhibition below about 76%;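 further: plate controls were DMSO cells for no effect and high antibiotic wells for full effect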
# PhoP GFP inhibition – PhoP regulon inhibitors, Salmonella typhi PhoP promoter GFP reporter, confirmatory (AID 1850); inhibition, % at 50 µM; hits with a dose series show IC50 in µM; 310,000 tested, 0.33% active; Salmonella Typhi PhoP-promoter GFP reporter, fluorescence, 4 h; higher % means a stronger effect; in the data active means a potency from the dose series; inconclusive means inhibition mostly from about 25% at the one dose, without a potency; inactive means the rest, 99 in 100 with inhibition below about 19%;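 further: 0% = induced wells with vehicle and 100% = uninduced wells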
# VEEV TC-83 Vero 10K pilot screen – second read-out of VEEV TC-83 Vero, no call of its own (marks repeat the call); inhibition, %; measured here: 10K pilot screen inhibition
# Starred values were filed as active, the others as inactive; i = inactive; ? = inconclusive; . = not tested or not shown.
SMILES,M. tuberculosis HTS,influenza NS1A,VEEV TC-83 Vero,tuberculosis growth,PhoP GFP inhibition,others
CN1C=CC=C/C1=C1\SC(=S)N(Cc2ccccc2)C1=O,-0.1%,11.8%,0.1%,1.9%,-4.1%,
C=CCn1c(=O)c(C=Nc2c(OC)cccc2[N+](=O)[O-])c(O)n(CCCC)c1=O,-1.7%,7.0%,0.5%,16.8%,-2.5%,
O=C1CC(Nc2ccccc2)C(=O)N1CCc1ccccc1 (stereo unspecified),-1.9%,1.9%,3.5%,8.8%,-2.1%,
COc1cccc(C2/C(=C(\O)c3ccc4c(c3)OCCO4)C(=O)C(=O)N2CCCN2CCOCC2)c1OC (stereo unspecified),1.6%,-0.3%,3.1%,2.0%,2.8%,
Cc1cccnc1NC(=O)c1cccc(S(=O)(=O)N2CCCC2)c1,-8.5%,-7.8%,1.3%,-5.2%,6.5%,
CC(C)c1nnc(NC(=O)c2cc3cc(Br)ccc3oc2=O)s1,?,12.4%,0.9%,4.33µM*,0.3%,
COc1cc(OC)cc(C(=O)OCc2ccc([N+](=O)[O-])cc2)c1,-4.1%,-0.9%,1.7%,-10.7%,3.7%,
COc1cc(C(=O)N/N=C/c2coc3ccc(Cl)cc3c2=O)ccc1O,13.0%,2.0%,4.7%,5.8%,11.3%,
CCNC(=O)COC(=O)c1[nH]c(C)c(C(=O)OC)c1C,7.5%,-0.7%,i,35.4%,8.3%,
CSc1ccc(-c2nnn(Cc3ccc(Br)cc3)n2)cc1,9.0%,-0.2%,i,48.6%,6.5%,
CCOC(=O)C(C)(C)Sc1ncnc2nc[nH]c12,-2.5%,3.9%,1.0%,-3.6%,7.5%,
OC(CN1CCOCC1)(c1ccccc1)c1ccccn1 (stereo unspecified),-2.1%,23.1%,0.3%,-9.1%,-5.6%,
COc1ccc(CN(CCc2c[nH]c3ccccc23)Cc2ccc(OC)cc2)cc1,.,9.7%,1.1%,.,.,
CCOC(=O)C1=C(C)NC(=NC)SC1c1ccccc1 (stereo unspecified),19.9%,3.5%,8.6%,8.9%,-10.4%,VEEV TC-83 Vero 10K pilot screen=2.5
Cc1ccc(-c2noc(C3CCCN(C(=O)c4ccc(Cl)cc4)C3)n2)o1 (stereo unspecified),0.4%,-8.2%,i,47.7%,-0.7%,
COc1ccc(C2Nc3ccccc3C(=O)N2NC(C)=O)cc1OC (stereo unspecified),1.2%,-3.9%,1.5%,-8.5%,-4.7%,
CN1CCN(c2ccc(NC(=O)c3cccc(OCc4ccccc4)c3)cc2)CC1,?,25.3%,53.8%,?,9.0%,
COc1cc(/C=N/Nc2ccc(C)cc2)cc(Br)c1O,?,-2.5%,4.5%,45.1%,5.5%,
COc1ccc2cc(Br)ccc2c1CC(=O)NC(C)(C)C,3.4%,-1.1%,0.3%,5.4%,-0.6%,
Cc1ccccc1C(=O)Nc1nc(-c2cccnc2)cs1,2.9%,0.4%,0.9%,-14.6%,10.9%,
O=C(O)c1ccc(NC(=O)c2ccc(Cl)cc2)c(NC(=O)c2ccc(Cl)cc2)c1,1.7%,-22.2%,0.3%,1.1%,4.2%,
CC1=C(C(=O)Nc2cccc(C(=O)N3CCN(c4cccc(C(F)(F)F)c4)CC3)c2)SCCO1,?,1.7%,7.8%,11.4%,-16.6%,
CN(Cc1ccccc1)C(=O)c1ccccc1Br,12.3%,-3.2%,0.3%,6.9%,-0.3%,
COC(=O)c1ccccc1NC(=S)N1CCC(N2CCCCC2)CC1,-3.1%,-0.3%,i,-24.5%,-4.3%,
COc1ccc(CCNC(=O)c2oc3ccccc3c2C)cc1,2.1%,-1.4%,1.5%,65.6%,.,

# (next part)
SMILES,M. tuberculosis HTS,influenza NS1A,VEEV TC-83 Vero,tuberculosis growth,PhoP GFP inhibition,others
c1ccc2c(c1)CCN(c1nc3cc4c(cc3s1)OCO4)C2,38.1%,-10.6%,3.2%,64.8%,-4.7%,
Cc1c(C=O)c2ccccc2n1CCOc1ccccc1,-4.8%,4.7%,0.1%,73.4%,-2.4%,
CC(C)CCNC(=O)CN(Cc1ccc2c(c1)OCO2)C(=O)Cn1nnc(-c2cccs2)n1,-7.2%,0.3%,i,24.9%,-18.5%,
O=C1C[C@H]2CCCCC(=O)N3CC[C@@H](C1)[C@@H]23,.,-7.6%,0.8%,.,.,
O=C(CSc1ccccc1C(=O)O)NCc1ccco1,1.6%,3.8%,2.2%,4.7%,-3.4%,
COc1ccccc1/C=C(/CC(=O)NCc1ccc2c(c1)OCO2)c1nc2ccccc2s1,2.4%,-0.2%,8.2%,-4.4%,-4.0%,
COc1ccc(/C=N/Nc2ncnc3c2[nH]c2ccccc23)c(OC)c1OC,9.6%,8.0%,4.9%,-15.0%,-1.5%,
O=C(c1ccccc1)N1CCN(c2nc3ccc([N+](=O)[O-])cc3s2)CC1,2.0%,-2.8%,i,.,-11.1%,
COc1ccc(/C=C\C(=O)O[C@@H]2C(O)C(O[C@@H]3OC(C)[C@H](O[C@@H]4OCC(O[C@H]5O[C@H](CO)[C@@H](O)C(O)C5O)C(O)C4O)C(O)C3O)[C@H](OC(=O)[C@]34CCC(C)(C)C[C@@H]3C3=CCC5[C@@]6(C)CC(O)C(O[C@@H]7OC(CO)C(O)[C@H](O)[C@H]7O)[C@@](C)(C(=O)O)C6CC[C@@]5(C)[C@]3(CO)CC4)O[C@H]2C)cc1 (stereo partly specified),1.9%,4.8%,i,2.8%,.,
CNC(=O)c1ccccc1NC(=O)c1c(O)c2c([nH]c1=O)CCCC2,-6.2%,8.9%,7.8%,-2.3%,2.1%,
Cc1nc2c([N+](=O)[O-])c(C)c(C)cc2[nH]1,-8.1%,-2.7%,i,-10.1%,-1.0%,
O=S(=O)(c1ccc(SCc2ccccc2F)nc1)N1CCCC1,2.5%,-7.2%,4.5%,26.9%,.,
O=c1oc2c(CN3CCCCC3)c(O)ccc2c2c1CCCC2,24.2%,6.5%,i,30.3%,21.0%,
C[C@H](CO)N1C[C@H](C)[C@@H](CN(C)S(=O)(=O)c2ccccc2)Oc2ccc(NC(=O)Nc3ccccc3)cc2C1=O,1.7%,11.1%,1.8%,42.7%,.,
CCCCN1C(=O)NC(=O)C2(Cc3c(nc4ccccn4c3=O)N3CCc4ccccc4C32)C1=O (stereo unspecified),-4.7%,-5.3%,i,29.7%,-1.8%,
Cc1ccc(C(=O)NNC(=S)Nc2cccc(Cl)c2Cl)cc1[N+](=O)[O-],-9.7%,6.5%,3.6%,9.4%,1.8%,
Cc1cc(C)c2c(c1)C1(OCCO1)C(=O)N2,-3.5%,-5.5%,i,-6.7%,8.0%,
Cc1ccc2nc(N(CCCN(C)C)C(=O)COc3ccc(Cl)cc3)sc2c1,11.6%,-6.3%,1.6%,6.1%,6.9%,
O=C(CCc1ccccc1)NN1C(=O)C2C3C=CC(O3)C2C1=O (stereo unspecified),4.3%,-8.5%,1.5%,4.5%,0.6%,
CCOC(=O)C1CCCN(c2ncnc3c2cnn3-c2cccc(C)c2)C1 (stereo unspecified),.,14.9%,0.5%,.,3.3%,
CCOc1ccc(/C=N/OCC(=O)NCc2cccs2)cc1,0.7%,-0.6%,0.8%,30.4%,-5.5%,
COc1cccc(C(=O)NNC(=O)/C=C/c2ccccc2)c1,-3.8%,7.9%,1.2%,0.8%,-3.6%,
CC(C)CNC(=S)NC(=O)c1ccc(Cl)cc1Cl,7.0%,-0.4%,i,50.6%,-2.6%,
CCCCNS(=O)(=O)c1ccc2nc(-c3cccnc3)cc(C(=O)NC(C)CC)c2c1 (stereo unspecified),-12.2%,4.4%,2.9%,-19.4%,-2.7%,
CC1CC(C)CN(C(=O)CCNC(=O)Cn2cnc3ccccc3c2=O)C1 (stereo unspecified),1.1%,-12.0%,i,-7.3%,-0.8%,

# Going on with the list.
SMILES,M. tuberculosis HTS,influenza NS1A,VEEV TC-83 Vero,tuberculosis growth,PhoP GFP inhibition,others
Cc1ccc(NC(=O)c2ccc(C)cc2)cc1,-0.8%,-3.5%,0.5%,69.3%,10.2%,
O=C(Cc1ccc(Br)cc1)N(Cc1ccccc1)c1ccccn1,-2.8%,-9.0%,2.9%,-3.4%,6.2%,
COc1ccc(NC(=O)COC(=O)[C@@H](NC(=O)c2c(F)cccc2F)C(C)C)cc1,-13.1%,8.9%,i,-0.1%,-4.8%,VEEV TC-83 Vero 10K pilot screen=0.0
NS(=O)(=O)c1ccc(Nc2nc(-c3ccccc3)cs2)cc1,69.0%,11.7%,i,12.1%,-16.5%,
Cc1ccc(CCNC(=O)CS(=O)Cc2nc(-c3ccccc3Cl)oc2C)cc1 (stereo unspecified),-1.3%,5.4%,i,4.8%,5.8%,
CC(Oc1ccc(F)cc1)C(=O)/C=C\N(C)C (stereo unspecified),0.9%,1.3%,1.6%,0.7%,3.8%,
COC(=O)[C@@]12CCCCN1[C@H](c1ccc(-c3ccc(C(C)=O)cc3)cc1)[C@@H]1C(=O)N(C)C(=O)[C@@H]12,-6.6%,7.2%,2.5%,11.9%,5.2%,
COc1ccc(CNc2nnnn2C)cc1,-1.6%,-1.3%,i,10.4%,-6.3%,
COc1ccc(OC)c(Nc2cc3ccccc3c(=O)[nH]2)c1,21.9%,10.1%,7.0%,27.9%,0.9%,
O=C(C[C@@H]1C/C=C\C[C@@H](Cc2ccc(F)cc2)C(=O)OC[C@@H](Cc2ccccc2)NC1=O)N[C@H](CO)Cc1ccccc1,-4.4%,-3.6%,0.2%,44.3%,.,
CS(=O)(=O)c1ccc(Cl)c(NC(=O)CN2CCN(C(=O)c3cccs3)CC2)c1,-7.5%,-18.4%,i,0.9%,.,
CC(C)=CC(=O)NCc1c(Cl)cccc1-n1cccc1,-20.6%,0.8%,0.9%,4.2%,2.6%,
Cc1ccnc(NS(=O)(=O)c2ccc(NC(=O)c3ccc(S(=O)(=O)N4CCCC4)cc3)cc2)n1,-2.9%,-13.1%,0.9%,46.6%,-1.3%,
Cc1ccc(C(=O)NC(=S)Nc2ccc(-c3cc4ccccc4oc3=O)cc2)c(C)c1,6.3%,1.1%,2.7%,-0.1%,5.3%,
CC(C)n1nnnc1SCC(=O)NNC(=O)C1CCCCC1,1.1%,-0.2%,0.1%,-1.8%,-4.2%,
COc1ccc(-n2c(Cn3c(=O)sc4ccccc43)nnc2SCC(N)=O)cc1,-12.8%,1.4%,1.0%,-2.1%,-6.6%,
CCCCNC(=O)C1CC(=O)N(CCc2ccc(C)cc2)C1 (stereo unspecified),0.6%,-4.5%,1.3%,2.7%,-1.6%,
CCN1CCN(c2c(C(=O)c3ccc(OC)cc3)cnc3ccccc23)CC1,-13.0%,1.8%,0.7%,-10.8%,-2.5%,

# In the list so far, these contain a Cl atom.
SMILES,M. tuberculosis HTS,influenza NS1A,VEEV TC-83 Vero,tuberculosis growth,PhoP GFP inhibition,others
COc1cc(C(=O)N/N=C/c2coc3ccc(Cl)cc3c2=O)ccc1O,13.0%,2.0%,4.7%,5.8%,11.3%,
Cc1ccc(-c2noc(C3CCCN(C(=O)c4ccc(Cl)cc4)C3)n2)o1 (stereo unspecified),0.4%,-8.2%,i,47.7%,-0.7%,
O=C(O)c1ccc(NC(=O)c2ccc(Cl)cc2)c(NC(=O)c2ccc(Cl)cc2)c1,1.7%,-22.2%,0.3%,1.1%,4.2%,
Cc1ccc(C(=O)NNC(=S)Nc2cccc(Cl)c2Cl)cc1[N+](=O)[O-],-9.7%,6.5%,3.6%,9.4%,1.8%,
Cc1ccc2nc(N(CCCN(C)C)C(=O)COc3ccc(Cl)cc3)sc2c1,11.6%,-6.3%,1.6%,6.1%,6.9%,
CC(C)CNC(=S)NC(=O)c1ccc(Cl)cc1Cl,7.0%,-0.4%,i,50.6%,-2.6%,
Cc1ccc(CCNC(=O)CS(=O)Cc2nc(-c3ccccc3Cl)oc2C)cc1 (stereo unspecified),-1.3%,5.4%,i,4.8%,5.8%,
CS(=O)(=O)c1ccc(Cl)c(NC(=O)CN2CCN(C(=O)c3cccs3)CC2)c1,-7.5%,-18.4%,i,0.9%,.,
CC(C)=CC(=O)NCc1c(Cl)cccc1-n1cccc1,-20.6%,0.8%,0.9%,4.2%,2.6%,
